# Tb PGK inh: qHTS Assay to Find Inhibitors of Phosphoglycerate Kinase | Phosphoglycerate kinase, glycosomal (Trypanosoma brucei brucei), P07378 | PGK/GAPDH coupled, Kinase-Glo luminescence, 60 min | Potency, µM (top dose mostly 57.5 µM), for inactives: at the highest dose activity change, negative = inhibition, hits mostly inhibitors | 0.043% of 380,000 active; further: potency means the concentration at half of the fitted maximal effect; on the % scale 0 is the no-effect control and ±100 the full control effect; nearly all actives have a fitted effect of over 60% in size
#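 Luminescent ATP detection (Kinase-Glo Plus) follows a 60-minute room-temperature incubation, with wells lacking PGK as controls. Buffer: 100 mM TEA (pH 7.6), 5 mM MgCl2, 0.01% Tween-20. Coupling enzyme GAPDH (100 nM final) supplies unstable 1,3-BPG in-well.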
# APEX1 inh: qHTS Assay for Inhibitors of the Human Apurinic/apyrimidinic Endonuclease 1 (APE1); 0.35% of 350,000 active; recombinant APE1, TAMRA/BHQ-2 abasic DNA cleavage fluorescence; DNA repair nuclease/redox regulator APEX1 (Homo sapiens), P27695; Potency, µM (doses to about 65.8 µM), inactives show at the highest dose activity change, negative = inhibition, hits mostly inhibitors;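 further: potency means the concentration at half of the fitted maximal effect; plate controls were vehicle for no effect and reference inhibitor for full effect; nearly all actives have a fitted effect of over 55% in size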
# Target sequence (P27695 whole entry, looked up): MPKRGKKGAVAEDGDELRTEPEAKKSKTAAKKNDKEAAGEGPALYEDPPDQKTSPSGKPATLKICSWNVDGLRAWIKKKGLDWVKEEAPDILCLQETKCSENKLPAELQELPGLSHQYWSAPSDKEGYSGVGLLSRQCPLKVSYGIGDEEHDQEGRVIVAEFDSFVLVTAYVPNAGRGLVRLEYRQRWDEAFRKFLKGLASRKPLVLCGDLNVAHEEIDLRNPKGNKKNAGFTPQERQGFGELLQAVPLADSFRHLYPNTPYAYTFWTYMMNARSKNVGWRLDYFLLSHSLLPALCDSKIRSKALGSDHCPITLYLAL
#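 Quantitative HTS: incision of a TAMRA/BHQ-2 double-stranded substrate bearing a tetrahydrofuran abasic site by 0.75 nM APE1 raises fluorescence. Substrate 50 nM final, added after 15 min compound preincubation at room temperature; progress as third-minus-first kinetic read difference.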
# Pol beta inh: qHTS Assay for Inhibitors of DNA Polymerase Beta. P06746. Pol beta primer extension/strand displacement, fluorescence kinetic. Potency, µM (doses to about 114 µM), without a hit: at the highest dose activity change, negative = inhibition, actives largely listed as inhibitors. 1.3% of 340,000 active. AID 485314, 2010; further: potency means the concentration at half of the fitted maximal effect; on the % scale 0 is the no-effect control and ±100 the full control effect
#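 Human Pol beta at 10 nM; strand-displacement substrate 50 nM final. Compound exposure 15 min at room temperature before start, reaction 10 min at room temperature.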
# Pol kappa inh: qHTS for Inhibitors of Polymerase Kappa; purified Pol kappa, fluorescent DNA synthesis assay, 10 min; 0.53% of 400,000 active; AID 588579, 2011; Potency, µM (series often up to 107 µM), for inactives: at the top dose activity, negative = inhibition, actives largely listed as inhibitors; DNA polymerase kappa (Homo sapiens), Q9UBT6; further: potency means the concentration at half of the fitted maximal effect; on the % scale 0 is the no-effect control and ±100 the full control effect
#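 First, compounds were pin-transferred onto 10 nM Pol kappa. After 15 min at room temperature, substrate was added to 50 nM final. Fluorescence was then measured kinetically at 0 and 10 min.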
# POLI inh: qHTS for Inhibitors of Polymerase Iota; Potency, µM (series often up to 115 µM), for inactives: at the highest dose activity, negative = inhibition, most hits filed as inhibitors; 1% of 390,000 active; AID 588590, 2011; Pol iota fluorescent replication assay, 10 min; further: potency means the concentration at half of the fitted maximal effect
#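 Pol iota at 10 nM preincubated 15 min with compounds at room temperature; reaction started with fluorescent substrate, 50 nM final. Fluorescence read kinetically at 0 and 10 min; buffer-only wells as negative control.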
# POLH inh: qHTS for Inhibitors of Polymerase Eta; recombinant Pol eta, fluorescent DNA replication assay; DNA polymerase eta (Homo sapiens), Q9Y253; 1.2% of 390,000 active; Potency, µM (doses to about 114 µM), without a hit: at the top dose activity change, negative = inhibition, most hits filed as inhibitors; further: potency means the concentration at half of the fitted maximal effect; on the % scale 0 is the no-effect control and ±100 the full control effect
#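 Pol eta (10 nM) was preincubated with compounds for 15 min at room temperature, after which fluorescent replication substrate (50 nM final) was added to start the reaction. Fluorescence was read kinetically at 0 and 10 min.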
# RXFP1 antagonist: qHTS Assay for Antagonists of the Relaxin Receptor RXFP1; HEK293-RXFP1, relaxin-stimulated cAMP HTRF, 30 min; hits give low values; activity change, negative = inhibition, % at 57.5 µM; 0.59% of 350,000 active; AID 1259400, 2018;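 active means activity change of -60% or lower, but not beyond a set lower limit; inconclusive means change between -60% and -40%, or beyond the set limit; inactive means change above -40%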; further: on the % scale 0 is the no-effect control and ±100 the full control effect
# Anesthetic bind: qHTS Assay for Identification of Novel General Anesthetics | AID 485281, 2010 | 0.074% of 350,000 active | Ferritin light chain (Equus caballus), P02791 | apoferritin/1-aminoanthracene competitive binding, fluorescence | Potency, µM (top dose mostly 77.5 µM), without a hit: at the highest dose activity change, negative = displacement, most hits filed as inhibitors; further: potency means the concentration at half of the fitted maximal effect; on the % scale 0 is the no-effect control and ±100 the full control effect; nearly all actives have a fitted effect of over 20% in size
# Target sequence (P02791 2-175 limits assumed): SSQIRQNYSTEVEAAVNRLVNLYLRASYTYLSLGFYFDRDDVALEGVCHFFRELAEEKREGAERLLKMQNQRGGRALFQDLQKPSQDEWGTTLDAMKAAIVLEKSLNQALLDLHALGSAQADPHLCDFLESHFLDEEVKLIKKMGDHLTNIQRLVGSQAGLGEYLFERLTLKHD
#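 Probe: 1-aminoanthracene (50% saturated, PBS). Protein: horse-spleen apoferritin, 10 uM. Incubation: 10 min, room temperature. Detection: 380 nm excitation, 535 nm emission. Analysis: normalized response, four-parameter Hill.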
# BLM inh: qHTS Assay for Inhibitors of Bloom's syndrome helicase (BLM). RecQ-like DNA helicase BLM (Homo sapiens), P54132. recombinant BLM DNA unwinding, fluorescence dequenching. Potency, µM (doses to about 56.1 µM), for inactives: at the top dose activity change, negative = inhibition, most hits filed as inhibitors. 0.2% of 350,000 active;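 further: potency means the concentration at half of the fitted maximal effect; plate controls were vehicle for no effect and no enzyme for full effect; nearly all actives have a fitted effect of over 35% in size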
# An asterisk follows results filed as active; i = inactive; ? = inconclusive; . = no result given; [ ] = remark or other dose. Unless noted, the call rests on the fitted dose curve; in most records, active means well fitted curve in the direction sought with a large enough effect; inconclusive means small, poorly fitted or top-dose-only effect, or another doubt; inactive means no such curve, though single readings can be large; an effect the other way counts as inactive or inconclusive.
SMILES,Tb PGK inh,APEX1 inh,Pol beta inh,Pol kappa inh,POLI inh,POLH inh,RXFP1 antagonist,Anesthetic bind,BLM inh
CCN(CC)S(=O)(=O)c1ccc2c(c1)oc(=O)n2CC(=O)N(C)C1CCCCC1,-1.6%,38.8%,-8.7%,-21.9%,-8.4%,9.7%,12.5,-6.6%,-3.5%
COCCCNC(=O)c1cc2c(=O)n3cc(C)ccc3nc2nc1NCC1CCCO1 (stereo not drawn),.,4.2%,16.0%,.,.,.,.,170.6%[activator],5.7%
Cc1ccc(S(=O)(=O)CCC(=O)NCc2ccco2)cc1,-8.7%,-0.5%,-3.5%,-4.7%,-9.1%,11.2%,-2.7,-9.2%,1.4%
Cc1ccc(CC2CC(=O)N(c3cc(C)on3)C2=O)cc1 (stereo not drawn),2.9%,6.9%,32.4%,-13.0%,11.6%,-10.0%,.,-3.8%,2.5%
Cn1c(SCc2nn[nH]n2)nc2c1c(=O)n(Cc1ccccc1Cl)c(=O)n2C,-2.6%,4.8%,-11.9%,-4.4%,64.9%[activator],-10.5%,8.6,112.6%[activator],-1.4%
COC(=O)c1cc(NC(=O)C2CC2)cc(C(=O)OC)c1,-4.7%,-2.5%,3.4%,-20.9%,18.4%,-2.2%,4.2,-8.4%,-2.4%
COc1ccc(NC(=O)CSc2nnc(-c3cc(C)[nH]n3)n2N)cc1OC,-6.5%,-11.2%,4.4%,2.1%,20.6%,-3.6%,-8.1,-10.0%,2.2%
CCOc1ccc(C2OCCC(C)O2)cc1OC (stereo not drawn),13.0%,.,.,-11.1%,-20.4%,-3.8%,9.4,.,.
COc1ccc(C2/C(=C(/O)c3ccc4c(c3)CC(C)O4)C(=O)C(=O)N2CCN2CCOCC2)cc1OC (stereo not drawn),-3.1%,-8.8%,-15.0%,-4.2%,-10.0%,-13.4%,-3.6,-9.6%,-0.2%
O=C(c1ccc(CSc2ccccc2)cc1)N1CCN(c2ccccc2)CC1,1.3%,-6.8%,-10.8%,-7.7%,-17.7%,-13.6%,-18.0,47.9%[activator],-9.9%
CCCNC(=O)C(=O)N/N=C/c1cccs1,-3.5%,26.5%,6.2%,-1.8%,-1.3%,-12.7%,3.2,-3.0%,-9.0%
COc1ccc(CNC(=O)C2CCN(c3cc(C(=O)Nc4cccc(OC)c4)ccn3)CC2)cc1,i,22.2%,0.1%,0.0%,9.2%,-14.5%,2.4,36.0%[activator],-5.7%
CCN(CC)S(=O)(=O)c1csc(C(=O)OCC(=O)c2ccccc2)c1,4.0%,3.5%,-1.0%,-7.6%,5.7%,-5.7%,-0.3,-22.8%,-1.3%
CC(=O)n1cc(/C=N/NC(=O)c2cccc(O)c2)c2ccccc21,1.1%,30.2%,?,-15.0%,104.4%[activator],-18.8%,3.0,-19.4%,0.1%
CCN(CC)S(=O)(=O)c1ccc(N2CC(C(=O)NCCc3c[nH]c4ccccc34)CC2=O)cc1 (stereo not drawn),2.2%,-0.2%,.,-14.0%,14.3%,-27.9%,-4.3,.,.
CSCc1cc(N2CCOCC2)nc(SCc2ccc(Cl)cc2Cl)n1,-0.7%,0.1%,-13.4%,-9.3%,6.8%,-12.0%,.,-4.0%,-5.7%
COc1cc(OC)c(C(=O)OCC(=O)Nc2ccccc2Cl)cc1OC,-9.3%,-3.0%,2.6%,-0.7%,18.1%,-7.5%,11.9,-10.2%,-2.4%
O=c1c2c3c(sc2ncn1/N=C/c1ccc([N+](=O)[O-])o1)CCCC3,-8.5%,-0.8%,14.0%,-1.6%,-1.1%,-5.0%,-33.7,-22.3%,-4.4%
Cc1ccc(CNC(=O)[C@]2(C)CCC[C@@]3(C)C4CC[C@@]5(C)C[C@]4(CCC32)CC5=O)cc1 (stereo partly drawn),-4.1%,-5.6%,.,0.9%,-26.0%,-19.1%,.,.,.
CCCCOCCCNC(=O)C1c2ccccc2Oc2ccccc21,-5.9%,28.6%,-13.0%,-1.5%,26.1%,4.6%,10.0,-2.6%,-9.1%
CN1CCc2c(sc3c2C(=O)NC(c2ccccc2)N3)C1 (stereo not drawn),2.7%,2.1%,47.9%,-1.8%,169.1%[activator],-21.2%,-8.0,3.2%,-9.9%
Cn1c(-c2sc3cc(C(F)(F)F)cnc3c2-c2ccccc2)n[nH]c1=S,-6.2%,0.6%,2.5%,-20.0%,-5.9%,1.5%,-29.8,?,-5.0%
COc1ccccc1NS(=O)(=O)c1cc(NC(=O)Cn2cnc3c2c(=O)n(C)c(=O)n3C)ccc1C,i,-13.1%,25.6%,2.2%,2.1%,-16.9%,6.4,-9.9%,-6.2%
c1cc(-c2nnc3sc(C4CCCCC4)nn23)ccn1,i,0.3%,-14.7%,-3.6%,1.2%,-6.4%,-4.7,-9.6%,-3.5%
CCOc1cc(/C=N\NC(=O)OC(C)(C)C)ccc1OC(=O)c1ccco1,-5.3%,-2.5%,1.5%,-20.2%,82.4%[activator],-18.6%,-22.4,?,-2.8%
NC(=O)c1cc(NC(=O)COC(=O)CCCN2C(=O)c3cccc4cccc(c34)C2=O)cc(C(N)=O)c1,-10.0%,9.6%,.,-20.2%,-9.8%,5.1%,3.1,.,.
COc1ccc(N2CCN(CCCNC(=O)c3cnn(-c4ccc(C)cc4)c3-n3cccc3)CC2)cc1,-8.1%,.,-9.0%,-8.3%,-0.5%,-9.6%,7.6,-4.0%,-2.8%
CC1(C)Cc2c(sc3c2c2ncnn2c2nnc(SCC(=O)NCc4ccco4)n32)CO1,0.4%,0.0%,20.3%,-12.5%,6.5%,-3.9%,5.4,-11.7%,0.4%
CNc1nc2c(c(=O)[nH]c(=O)n2C)n1CCCc1ccccc1,-1.4%,3.4%,27.7%,-6.9%,26.1%,-11.0%,0.8,-10.5%,-2.6%
Cc1ccc(C(=O)N(CC(=O)NC2CCCC2)c2cccc(F)c2)s1,-0.7%,-10.9%,17.9%,-12.2%,93.1%[activator],-1.8%,6.7,-11.1%,2.9%

# Compound profiles, as listed above. Screens in order: Tb PGK inh	APEX1 inh	Pol beta inh	Pol kappa inh	POLI inh	POLH inh	RXFP1 antagonist	Anesthetic bind	BLM inh
# Profile of CCCCOCCCNC(=O)C1c2ccccc2Oc2ccccc21 : -5.9%	28.6%	-13.0%	-1.5%	26.1%	4.6%	10.0	-2.6%	-9.1%
# Profile of CCOc1cc(/C=N\NC(=O)OC(C)(C)C)ccc1OC(=O)c1ccco1 : -5.3%	-2.5%	1.5%	-20.2%	82.4%[activator]	-18.6%	-22.4	?	-2.8%

# (further entries)
SMILES,Tb PGK inh,APEX1 inh,Pol beta inh,Pol kappa inh,POLI inh,POLH inh,RXFP1 antagonist,Anesthetic bind,BLM inh
CCC1CCc2sc(C(=O)NCC(c3ccc(OC)cc3)N3CCCC3)cc2C1 (stereo not drawn),i,8.1%,.,-1.8%,9.2%,-16.6%,-15.4,.,.
CC(C)CC1Nc2ncnc(N3CCN(c4ccccc4)CC3)c2N(Cc2ccc(Br)cc2)C1=O (stereo not drawn),-0.6%,-18.5%,.,-6.4%,?,-10.4%,.,.,.
O=C(/C=C/Nc1ccc(Br)cc1F)c1ccccc1,?,3.4%,22.3%,-6.2%,-8.4%,-11.1%,-0.4,-10.6%,-1.5%
S=C1NCCC12C(=S)Nc1ccccc12 (stereo not drawn),-5.1%,.,.,-3.4%,3.5%,-12.0%,.,.,.
O=C(c1cccc(S(=O)(=O)Nc2ccc(Br)cc2)c1)N1CCC1,i,53.8%,-3.8%,3.7%,-12.6%,8.7%,-9.0,-14.6%,-2.4%
COc1ccc(CCNC(=O)CS(=O)(=O)c2cn(CC(=O)N3CCCC3)c3ccccc23)cc1OC,2.1%,-2.2%,2.0%,-9.5%,16.4%,-7.1%,0.6,-7.0%,2.4%
CCn1c(C)c(C(C)=O)c(N2CCN(C(c3ccccc3)c3ccccc3)CC2)nc1=S,-5.3%,6.3%,4.8%,-5.0%,28.2%,-13.2%,-2.4,-2.3%,13.1%
Cc1cccc(N2C(=O)c3cccc4c(N(C)CCO)ccc(c34)C2=O)c1,-3.6%,-8.7%,16.1%,-7.0%,-18.9%,-5.3%,-6.8,56.8%[activator],-3.7%
COc1ccc(C(=S)N2CCN(S(=O)(=O)c3ccccc3)CC2)cc1,4.9%,3.9%,8.7%,-1.5%,-3.4%,-11.8%,3.3,-12.3%,-2.6%
O=c1oc2ccc(Cl)cc2cc1-c1nnc(Nc2cccc(C(F)(F)F)c2)s1,-5.4%,?,-2.3%,-16.1%,-2.7%,-4.6%,.,2.1%,2.6%
CCc1ccc(N(CC(=O)NC2CCCCC2)C(=O)CCC(=O)Nc2ccccn2)cc1,3.5%,3.6%,26.5%,0.6%,128.0%[activator],-18.3%,7.4,5.0%,1.9%
CC(C)c1ccc(CNc2c([N+](=O)[O-])c(=O)oc3ccccc23)cc1,3.1%,2.3%,-0.3%,-18.0%,24.4%,11.9%,-5.3,?,-0.1%
COc1ccc(NC(=O)COC(=O)CCNS(=O)(=O)c2ccc(Cl)cc2)cc1,6.5%,-4.3%,-13.3%,-6.2%,5.7%,-3.1%,1.0,-7.6%,-4.8%
Cc1ccc2[nH]c3c(c2c1)CCN1C(=O)OC(C)(C)C31C (stereo not drawn),6.4%,-6.3%,33.0%,-1.6%,144.9%[activator],-5.5%,-1.6,-6.8%,-7.4%
COCCCNC(=O)c1ccccc1N(Cc1ccccc1)S(=O)(=O)c1ccccc1,-4.0%,-39.3%,32.4%,7.1%,11.5%,-14.7%,-4.4,1.5%,-3.1%

# The list is partial. The share of hits here may be higher or lower than overall.
